Screening data: PubChem, Sanford-Burnham Center for Chemical Genomics
CCR6 antag = CCR6 receptor antagonists, primary screen, cell-based, CHO-K1, luminescence, beta-arrestin, uHTS | C-C chemokine receptor type 6 (Homo sapiens), P51684 | AID 493098, 2011 | 340,000 tested, 0.49% active | CHO-K1 CCR6 PathHunter beta-arrestin, CCL20-stimulated | inhibition, % at 20 µM;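 active means compounds whose inhibition of the agonist-driven luminescence signal at 20 µM reaches about 50%, limit read from the data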;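 further: cells stimulated with CCL20 at 14 nM final; plate controls were DMSO with CCL20 for no effect and DMSO without agonist for full effect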
Gli-Sufu antag = Gli-Sufu pathway antagonists, primary screen, luciferase luminescence, Sufu-KO-LIGHT cells, uHTS; Sufu-KO-LIGHT fibroblasts, Gli luciferase reporter luminescence; inhibition, % at 5 µM; 340,000 tested, 0.74% active; AID 588413, 2011;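 active means inhibition above about 55%, limit read from the data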;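 further: 0% = DMSO-treated cells and 100% = wells with medium but no cells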
CXCR6 block = CXCR6 receptor inhibitors, primary screen, cell-based, beta-arrestin, luminescence, CHO-K1 PathHunter, 1536-well; 360,000 tested, 0.36% active; inhibition, % at 20 µM; C-X-C chemokine receptor type 6 (Homo sapiens), O00574; in the data active means inhibition above about 34%, passing the limit was not always enough;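 further: antagonist mode with CXCL16 agonist at 10 nM final; 0% = 10 nM CXCL16 with DMSO and 100% = unstimulated wells without agonist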
ATG4B inhibitor = ATG4B protease inhibitors, primary screen, biochemical, fluorescence, uHTS. Cysteine protease ATG4B (Homo sapiens), Q9Y4P1. AID 504462, 2011. 340,000 tested, 0.51% active. ATG4B cleavage of LC3-PLA2, NBD-HPC fluorescence, 1 h. inhibition, % at 8.33 µM; in the data active means inhibition above about 40%
UBC13 inh = UBC13 polyubiquitin chain formation inhibitors, primary screen, biochemical, TR-FRET, uHTS | inhibition, % at 20 µM | AID 485273, 2010 | Ubiquitin-conjugating enzyme E2 N (Homo sapiens), P61088 | 330,000 tested, 0.47% active; in the data active means inhibition above about 45%, passing the limit was not always enough
Target sequence (P61088 whole entry, looked up): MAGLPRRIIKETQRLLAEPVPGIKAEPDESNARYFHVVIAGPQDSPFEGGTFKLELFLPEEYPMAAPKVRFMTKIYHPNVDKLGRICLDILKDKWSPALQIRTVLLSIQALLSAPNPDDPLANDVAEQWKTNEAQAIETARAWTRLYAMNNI
APJ antagonist = antagonists of human apelin receptor APJ, primary screen, CHO-K1 cells, beta-arrestin complementation, luminescence; AID 2521, 2010; P35414; 330,000 tested, 0.32% active; inhibition, % at 20 µM;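 active means inhibition above about 40% at 20 µM, limit read from the data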;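 further: cells challenged with 10 nM apelin-13 agonist together with compound; plate controls were apelin-13 plus DMSO wells for no effect and DMSO wells lacking apelin-13 for full effect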
Target sequence (P35414 whole entry, looked up): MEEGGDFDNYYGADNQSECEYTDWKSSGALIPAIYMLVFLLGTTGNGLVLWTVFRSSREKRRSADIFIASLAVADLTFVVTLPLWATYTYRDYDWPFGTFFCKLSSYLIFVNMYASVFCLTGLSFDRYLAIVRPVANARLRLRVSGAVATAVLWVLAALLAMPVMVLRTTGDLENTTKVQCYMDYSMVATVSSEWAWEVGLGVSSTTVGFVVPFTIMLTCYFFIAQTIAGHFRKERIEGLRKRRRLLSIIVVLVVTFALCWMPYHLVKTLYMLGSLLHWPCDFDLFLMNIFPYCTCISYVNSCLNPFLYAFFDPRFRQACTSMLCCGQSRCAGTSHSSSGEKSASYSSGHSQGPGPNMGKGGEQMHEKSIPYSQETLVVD
APJ ag = agonists of human apelin receptor APJ, primary screen, CHO-K1 cells, PathHunter beta-arrestin, luminescence; P35414; 0% DMSO wells, 100% apelin; activation, % at 20 µM; 330,000 tested, 0.11% active; AID 2520, 2010;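 active means activation more than six SD over the plate average, tested at 20 µM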;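 further: 0% = DMSO alone and 100% = apelin-13 at 10 nM; some results filed as inactive read as strong as hits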
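assay system = CHO-K1 APJ beta-arrestin complementation cell line | input = cell density 1000 per well | dosing = compound 20 µM once, DMSO 1% | timing = compound 90 min 25 °C, reagent 1 h | measured by = luminescence from split beta-galactosidase complementation, Galacton Star/Emerald II substrate | read-out basis = APJ agonist activity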
EBI2 block = EBI2 receptor antagonists, beta-arrestin recruitment, primary screen, cell-based, luminescence, 7a,25-OHC stimulation, uHTS. inhibition, % at 5 µM. G-protein coupled receptor 183 (Homo sapiens), P32249. 360,000 tested, 0.81% active. 7a,25-OHC stimulated; in the data active means inhibition above about 38%;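 further: enzyme fragment complementation signal reports receptor beta-arrestin coupling in cells; 0% = agonist plus DMSO wells and 100% = wells without agonist; some results beyond the cut were filed as inactive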
Target sequence (P32249 whole entry, looked up, the tested form may be a part): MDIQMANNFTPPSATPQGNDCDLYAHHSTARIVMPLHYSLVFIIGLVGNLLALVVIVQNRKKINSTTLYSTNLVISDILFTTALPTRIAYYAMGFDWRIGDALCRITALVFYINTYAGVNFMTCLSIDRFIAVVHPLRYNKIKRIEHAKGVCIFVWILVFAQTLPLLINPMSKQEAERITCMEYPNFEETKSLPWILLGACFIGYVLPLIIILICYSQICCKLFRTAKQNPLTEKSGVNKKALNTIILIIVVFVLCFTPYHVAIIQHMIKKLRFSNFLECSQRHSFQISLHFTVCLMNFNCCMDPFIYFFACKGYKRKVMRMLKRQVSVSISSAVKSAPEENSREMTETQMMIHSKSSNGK
Active calls of the source: *; / = no result given.

SMILES	CCR6 antag	Gli-Sufu antag	CXCR6 block	ATG4B inhibitor	UBC13 inh	APJ antagonist	APJ ag	EBI2 block
CCCCCC(=O)NNC(=S)NC(=O)c1ccc([N+](=O)[O-])cc1	18.2	-13.3	-1.6	4.5	-10.2	-7.2	-0.8	-1.6
Cc1c(OC(C)C(=O)NCC(O)c2ccccc2)ccc2c3c(c(=O)oc12)CCCC3 (stereo unspecified)	19.2	3.9	-2.5	3.5	-4.1	23.5	1.0	7.0
C[C@H](CO)N1C[C@H](C)[C@@H](CN(C)S(=O)(=O)c2ccccc2)Oc2ccc(NC(=O)Nc3ccc(C(F)(F)F)cc3)cc2C1=O	-12.2	-1.4	3.3	-7.9	-11.7	-2.2	2.2	9.7
COC(=O)c1ccc2c(=O)n(CCN3CCOCC3)c(SCC(=O)NCc3ccccc3)nc2c1	5.3	27.6	8.0	-6.8	6.8	-1.8	-3.2	-3.5
COc1ccc(CCC(=O)N2CCCC(Nc3ccccc3)C2)cc1OC (stereo unspecified)	5.7	13.2	0.4	-6.2	-7.2	-9.0	0.8	5.8
Cc1ccc(S(=O)(=O)NCCOc2nc(N(C)C)nc(N(C)C)n2)cc1	5.7	-0.5	-0.7	-0.7	-3.2	1.2	-0.3	-1.5
CC1(C(=O)NC(=S)NNC(=O)c2ccncc2)CCCCC1	29.5	-4.0	16.9	-7.2	9.1	34.7	-5.1	3.1
O=C(OCc1ccccc1)N1CCC2CC1c1cc(-c3ccccc3)ccc12 (stereo unspecified)	8.3	-3.6	-2.6	-3.2	/	/	/	-0.1
COc1ccc(OC(=O)c2cc(S(=O)(=O)N3CCCC3)ccc2Cl)cc1	13.2	-6.0	6.7	0.0	1.4	2.5	-1.7	4.8
CCCC(C(=O)NC1CCCC1)N(C(=O)Cn1nnc(-c2ccc(C)o2)n1)c1cccc(O)c1 (stereo unspecified)	13.8	3.3	-6.0	0.9	-2.0	2.1	-1.3	-3.5
CC(C)[C@H](NC(=O)c1ccccc1F)C(=O)OCC(=O)Nc1sccc1C(N)=O	6.1	4.5	-17.8	-2.8	13.0	1.7	-0.8	3.9
COc1cccc(C(=O)NNC(=O)CCN2CCN(c3ccccc3)CC2)c1	9.8	1.0	7.0	-7.8	13.6	6.4	1.2	0.3
CC(C)(C)NCC(O)COc1cccc2c1CCC(=O)N2 (stereo unspecified)	-0.5	7.3	4.8	-5.7	-6.6	1.2	-1.9	-0.5
CC(=O)Nc1c(-c2ccc3ccccc3c2)nc2ccccn12	6.5	-18.2	-1.8	-8.1	3.6	2.1	0.5	7.1
CCc1ccc(C(=O)NNC(=O)CCN2CCN(Cc3ccccc3)CC2)cc1	8.9	-0.7	-8.1	3.9	8.4	13.8	-3.8	6.2
CCOC(=O)c1c(S(=O)(=O)NCc2ccco2)c(C)n(C)c1C	4.8	2.2	2.0	-2.2	3.0	11.7	2.2	-12.3
COC(=O)Nc1nnc(/C=C/c2ccc(OC)cc2)s1	19.5	-39.3	-5.6	8.5	-4.8	4.5	1.0	26.5
CN(C)c1ccc(NC(=O)CN2CCN(CC(=O)Nc3ccc(F)cc3)CC2)cc1	17.0	-5.9	-2.9	-3.7	4.7	9.8	-0.4	-3.8
Cc1ccc(OCCSc2nc3ccccc3n2CC(=O)O)c(C(C)C)c1	3.8	-12.7	-14.1	14.5	-3.7	0.7	-1.8	5.3
Cc1ccc(S(=O)(=O)N(Cc2cccc([N+](=O)[O-])c2)C(=O)N2CCN(C)CC2)cc1	-1.9	-6.9	0.2	3.5	-7.9	-37.0	-0.5	-2.9

Some of the entries so far, with bars between the fields.
compound | CCR6 antag | Gli-Sufu antag | CXCR6 block | ATG4B inhibitor | UBC13 inh | APJ antagonist | APJ ag | EBI2 block
CCCCCC(=O)NNC(=S)NC(=O)c1ccc([N+](=O)[O-])cc1 | 18.2 | -13.3 | -1.6 | 4.5 | -10.2 | -7.2 | -0.8 | -1.6
Cc1c(OC(C)C(=O)NCC(O)c2ccccc2)ccc2c3c(c(=O)oc12)CCCC3 (stereo unspecified) | 19.2 | 3.9 | -2.5 | 3.5 | -4.1 | 23.5 | 1.0 | 7.0

Going on with the list:
SMILES	CCR6 antag	Gli-Sufu antag	CXCR6 block	ATG4B inhibitor	UBC13 inh	APJ antagonist	APJ ag	EBI2 block
CN(CC(=O)Nc1ccccc1Cl)C(=O)CN1C(=O)NC(c2ccccc2)(c2ccccc2)C1=O	-6.9	6.4	5.6	-6.3	3.3	6.6	0.2	3.5
CCn1nnnc1-c1ccc(OC)c(S(=O)(=O)Nc2ccc(OC)cc2)c1	2.2	-15.9	8.1	8.3	-3.5	-22.0	3.1	7.1
O=S(=O)(c1ccccc1)N1CCN(C/C=C/c2ccccc2)CC1	-1.7	12.9	-18.8	-2.6	5.1	-9.1	-1.1	15.6
Cc1ccc2nc3c(cc(S(=O)(=O)c4ccccc4)c(=N)n3C3CCCC3)c(=O)n2c1	3.5	-51.9	0.4	-2.3	/	/	/	-10.8
CCCc1ccccc1OCCNS(=O)(=O)c1cc2c(cc1C)OCC(=O)N2	15.3	-7.3	-22.0	-1.2	-2.6	-26.6	3.5	27.6
Fc1ccc(-c2onc3ccc(C4OCCO4)cc23)cc1	4.0	-4.9	5.1	-2.5	-12.2	-15.7	4.2	-5.5
Cc1c(C(=O)OCC(=O)N2CC(=O)Nc3ccccc32)oc2ccccc12	15.6	94.4*	3.9	-8.6	2.4	6.4	-2.1	-3.6
CCn1c(SCC(=O)Nc2cc(C)c(Cl)cc2OC)nnc1-c1ccco1	2.8	34.8	-3.6	13.2	4.1	20.3	-3.4	-1.5
S=C(NCc1ccc2c(c1)OCO2)NCc1ccco1	-12.1	-17.1	-6.9	7.0	8.8	-11.2	-1.6	-3.8
O=C(Cc1nnc(NC(=O)c2ccccc2)s1)N/N=C/c1ccc(O)cc1	4.5	53.5	-0.1	1.6	-8.6	7.2	-1.4	-8.5
O=C(Nc1ccccc1C(=O)NCc1ccccc1)c1ccccc1	1.8	-0.2	13.6	0.0	16.2	21.6	-4.7	8.3
CCOc1[nH]n(-c2ccccc2)c(=O)c1C=Nc1ccc(Cl)cc1	18.0	41.4	13.2	13.1	8.4	7.8	-7.3	6.8
COc1ccc(N2CCN(C(CNC(=O)c3ccco3)c3cccnc3)CC2)cc1 (stereo unspecified)	-16.1	-2.3	-3.0	-7.4	0.6	8.0	0.0	-5.7
CCCSc1cc(=O)n(-c2ccc(F)cc2)nc1C(=O)OCC	12.4	2.5	-1.3	-4.9	0.5	9.7	-3.0	-3.2
CC1(C)O[C@@H]2[C@H](O1)[C@@H](CO)O[C@H]2n1cnc2c(N)ncnc21	-2.2	-2.2	12.5	5.6	-10.3	-3.0	-4.0	-14.9
CCCCNC(=O)c1onc(CSc2cccc(OC)c2)c1C(=O)NCCCC	4.9	-5.2	0.7	-9.3	4.0	-0.4	8.3	8.2
O=C(C(Sc1ccccc1)c1ccccc1)N1CCN(c2ccccc2F)CC1 (stereo unspecified)	11.7	1.9	14.5	9.1	-13.2	11.3	-3.3	3.1
CCOC(=O)C1(Cc2cccc(Cl)c2)CCCN(C(=O)CN2C(=O)CSC2=O)C1 (stereo unspecified)	0.5	11.6	5.6	-5.5	7.2	3.5	-5.8	2.8
Cc1csc2nc3cc(C(N)=O)ccc3c(=O)n12	8.9	0.3	-8.8	-0.8	13.3	0.0	0.2	-5.2
COC(=O)CCCC1=CC2=CC(=O)C(C)(OC(=O)c3cccs3)C(=O)C2=CN1C1CCCCC1 (stereo unspecified)	-4.9	2.0	-20.8	3.6	-50.4	-47.2	91.8*	-7.5

2 compounds from above, showing only EBI2 block, ATG4B inhibitor and Gli-Sufu antag:
compound | EBI2 block | ATG4B inhibitor | Gli-Sufu antag
CCc1ccc(C(=O)NNC(=O)CCN2CCN(Cc3ccccc3)CC2)cc1 | 6.2 | 3.9 | -0.7
O=C(Cc1nnc(NC(=O)c2ccccc2)s1)N/N=C/c1ccc(O)cc1 | -8.5 | 1.6 | 53.5

Continued.
SMILES	CCR6 antag	Gli-Sufu antag	CXCR6 block	ATG4B inhibitor	UBC13 inh	APJ antagonist	APJ ag	EBI2 block
N#Cc1cnc(SCCc2ccccc2)nc1N	3.8	-28.1	-5.7	7.5	9.9	2.0	2.9	3.4
CCOc1ccc(CCNC(=O)COC(=O)c2cccc(S(=O)(=O)N3CCCC3)c2)cc1OCC	-0.9	-3.2	0.8	-18.5	4.5	2.2	-1.4	-14.2
CN(C(=O)COC(=O)c1cc(S(=O)(=O)N(C)C)ccc1Cl)C1CCS(=O)(=O)C1 (stereo unspecified)	7.0	-5.1	-3.8	8.9	4.1	-54.8	-4.5	1.2
Cc1ccccc1NC(=O)CN(C)S(=O)(=O)c1ccc(-c2ccc(=O)[nH]n2)s1	11.2	-7.2	-4.5	0.4	-10.7	21.3	-1.7	5.3
Cc1ccc(S(=O)(=O)N2CCC(C(=O)Nc3nnc(C4CCCC4)s3)CC2)cc1	8.9	14.1	0.2	-5.5	4.9	1.1	-2.5	3.3
O=C(NC1CCCCC1)C(c1ccc2ncccc2c1)N(Cc1ccco1)C(=O)c1ccc2c(c1)OCCO2 (stereo unspecified)	13.1	34.0	13.0	-5.7	-12.5	-5.9	0.1	4.8
Cc1cc(NC(=O)Nc2ccc3c(ccn3C)c2)sn1	6.0	-53.6	5.5	1.6	7.8	0.6	1.7	1.4
CC(C)CC1(C(=O)NCc2cc(F)cc(C(F)(F)F)c2)C=CCN1C(=O)c1ccccc1 (stereo unspecified)	16.2	3.2	5.1	3.9	3.5	-6.1	-7.0	-5.4
O=C(Oc1ccc(/C=N/NC(=O)c2ccccn2)cc1)c1cccc(Br)c1	-6.0	-77.1	2.6	-2.3	-0.2	-0.8	-2.0	-91.3
Nc1nnnn1CC(=O)N/N=C/c1cccs1	-16.5	9.9	3.6	-16.0	-6.4	6.0	-0.9	-5.4
O=C(c1ccc(COc2ccccc2Cl)o1)N1CCOCC1	-14.4	-5.1	-3.9	-6.5	1.7	5.2	0.2	-2.0
N#Cc1ccc(C(=O)OCC(=O)N2CCOCC2)cc1	-2.0	5.6	-10.7	0.4	3.2	10.7	-3.5	-3.6
Cc1cccc(C)c1NC(=O)CN(C)C(=O)COc1cccc2c1OC(C)(C)C2	22.7	-13.8	-2.6	12.4	-8.9	3.1	-6.1	4.8
CCN(CC)CCCNC(=O)c1cn(CC)c2cc(N3CCN(C(=O)c4ccco4)CC3)c(F)cc2c1=O	-8.3	6.0	-2.2	-0.4	13.1	21.3	-2.0	-15.0
CCC(C(=O)OCC(=O)NCc1ccc2c(c1)OCO2)c1ccccc1 (stereo unspecified)	7.1	-3.6	10.1	-7.7	-1.6	15.5	-2.3	-2.7
O=C(Nc1cccc(-c2cccc(Cl)c2)c1)C1CCN(C2CCC2)CC1	10.6	18.2	-6.3	2.3	24.2	-3.7	2.6	8.7
C=CCNCCOc1ccc(C(C)(C)c2ccccc2)cc1	7.6	1.3	-2.1	-6.0	17.1	3.6	-1.2	0.4
CCN(CC)S(=O)(=O)c1cccc(-c2nnc(SC(C)C#N)n2Cc2ccccc2)c1 (stereo unspecified)	6.5	10.8	-5.0	-4.2	-5.4	16.9	0.4	-0.7
O=C(NCCN1CCCC1)C1(S(=O)(=O)c2ccc(Cl)cc2)CC1	0.5	3.4	-1.7	-1.7	12.1	-1.2	-5.2	-10.0
N#Cc1nc(-c2ccco2)oc1NCc1cccnc1	-1.1	-6.5	2.6	-1.9	2.9	-8.2	0.2	-6.3
Cc1c(NC(=O)CN2C(=O)NC3(CCCC3)C2=O)c(=O)n(-c2ccccc2)n1C	2.5	5.2	-8.3	3.7	0.1	-19.7	-0.7	-1.5
